# High-throughput results deposited in PubChem by several laboratories.
# TLR4 MyD88 comp: inhibitors of human TLR4-MyD88 binding; 0.18% of 200,000 active; HeLa CL3-4 TLR4/MyD88 BLA complementation, FRET ratio; inhibition, % at 8.4 µM; AID 861; in the data active = inhibition above about 25%;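 note: 0% = vehicle and 100% = reference inhibitor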
# Diaph act CS: activates diaphorase or chemically reduces, flagging diaphorase assay artifacts. AID 1229. activation factor at 20 µM. Diaphorase/resazurin coupled assay, resorufin fluorescence, 16 min; stronger effect = higher value; 1 = vehicle wells, 0 = NADH-free wells. 0.005% of 190,000 active;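 active = diaphorase activity raised at least twofold by the compound at 20 µM; inactive = activation factor below 2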
#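 test system = bacterial diaphorase enzyme (C. kluyveri) | quantity = enzyme 0.07 U/mL final | reagent = NADH substrate 0.114 mM plus resazurin dye 0.1 mM, final | incubation = 16 min enzyme reaction, ambient temperature | buffer or medium = HEPES pH 7.4 buffer with MgCl2 and Tween 20 | signal = fluorescence of resorufin, 544 nm excitation, 590 nm emission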
# Hsp70 act: transcriptional activators of Hsp70 | HeLa Hsp70 promoter luciferase reporter, luminescence; scaled: vehicle 0, proteasome-inhibitor control 100% | activation, % at 10 µM | 0.04% of 200,000 active | AID 1203;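 active = activation above the mean across all tested compounds plus 3 SD, cutoff set per campaign, cut at about 5.5% in these data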;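 note: 100% = MG132 at 30 µM as the positive control and 0% = DMSO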
# G6PDH CS: L. mesenteroides G6PDH inhibition counter-screen | Purified L. mesenteroides G6PDH, diaphorase/resazurin coupled fluorescence, 45 min | inhibition, % at 5 µM | 0.12% of 200,000 active | AID 1020
# S1P3 antagonist: blocks the human S1P3 receptor; CHO S1P3 NFAT-BLA reporter, FRET fluorescence, antagonist mode; 0.27% of 170,000 active; AID 485; inhibition, % at 4.98 µM;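 active = inhibition above the plate cutoff, the mean inhibition of test wells on that plate plus 3 SD, cut at about 28% in these data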;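 note: cells challenged with S1P at its EC80 of 0.8 µM; blue over green emission ratio from cleaved BLA substrate after 4 h stimulation; 0% = S1P-stimulated wells and 100% = unstimulated DMSO-only wells; some compounds past the cut are filed as inactive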
# Target sequence (Q99500 whole entry, looked up): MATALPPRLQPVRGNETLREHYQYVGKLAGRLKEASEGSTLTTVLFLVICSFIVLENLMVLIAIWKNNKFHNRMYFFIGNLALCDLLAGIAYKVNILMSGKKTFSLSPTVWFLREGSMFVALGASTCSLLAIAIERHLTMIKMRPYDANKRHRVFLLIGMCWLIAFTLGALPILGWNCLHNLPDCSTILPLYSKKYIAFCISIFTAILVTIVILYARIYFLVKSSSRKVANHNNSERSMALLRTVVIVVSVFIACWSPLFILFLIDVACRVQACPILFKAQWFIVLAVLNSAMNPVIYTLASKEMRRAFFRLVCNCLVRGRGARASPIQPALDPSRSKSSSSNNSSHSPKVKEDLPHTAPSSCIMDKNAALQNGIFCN
# L major viab: inhibitors of Leishmania major promastigote growth | Leishmania major promastigotes, resazurin fluorescence viability | inhibition, % at 10 µM | 9% of 200,000 active;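 note: promastigotes grown with compound for 44 hours at 28 °C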
# PMI activator: increases human mannose-6-phosphate isomerase activity; P34949; purified human PMI, coupled resazurin fluorescence, 20 min; stronger effect = higher value; 1 = vehicle control, 0 substrate-free wells; activation factor at 20 µM; 0.005% of 190,000 active;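 active = activation factor of 2 or more at 20 µM, relative to plate controls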
# Target sequence (P34949 whole entry, looked up): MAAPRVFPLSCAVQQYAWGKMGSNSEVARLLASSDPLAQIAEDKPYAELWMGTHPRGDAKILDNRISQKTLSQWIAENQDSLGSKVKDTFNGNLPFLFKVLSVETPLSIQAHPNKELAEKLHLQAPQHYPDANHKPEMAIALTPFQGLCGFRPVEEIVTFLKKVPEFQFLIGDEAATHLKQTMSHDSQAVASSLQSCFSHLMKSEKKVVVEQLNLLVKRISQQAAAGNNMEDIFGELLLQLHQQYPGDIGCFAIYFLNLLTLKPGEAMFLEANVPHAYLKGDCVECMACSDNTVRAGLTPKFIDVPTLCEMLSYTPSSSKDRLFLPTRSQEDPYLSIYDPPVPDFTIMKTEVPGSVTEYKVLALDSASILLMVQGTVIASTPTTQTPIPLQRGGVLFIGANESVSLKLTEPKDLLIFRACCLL
# DTT redox prof: compounds producing H2O2 with reducing agent – biochemical, NIH compound library profiling, artefact control for MLSCN library redox annotation, primary screen | DTT-dependent redox cycling H2O2, phenol red/HRP absorbance; 100% = 100 µM peroxide control, 0% = buffer | activation, % at 10 µM | 0.03% of 200,000 active;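 active = activation of at least 50% relative to the plate's high and low controls in the primary single-dose screen; inactive = activation below 50%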;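 note: compound incubated with DTT at 0.8 mM final as the reducing agent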
# RAM network inh: inhibitors of the yeast RAM network; S. cerevisiae dse1pr::URA3 reporter, 5-FOA growth OD615, 2 d; analog-sensitive cbk1-as2 kinase mutant strain; AID 868; 1.8% of 190,000 active; inhibition, % at 50 µM;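 active = inhibition above a set limit, 3 SD over mean compound inhibition, cut at about 8.4% in these data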;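 note: 0% = DMSO-only wells with no growth and 100% = 10 µM 1-NA-PP1 full growth; inhibition rescues growth on 5-FOA so higher OD means more RAM inhibition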
# PMI act satM6P: increases human PMI activity with near-saturating mannose 6-phosphate; P34949; coupled PMI enzyme assay, resazurin fluorescence, 20 min; stronger effect = higher value; 1 = untreated enzyme, 0 = substrate-free blank; activation factor at 20 µM; 0.34% of 190,000 active;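 active = activation factor of 2 or more at 20 µM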
#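 Test system – human PMI in coupled enzyme assay · Timing – 20 min incubation at room temperature · Detection – Diaphorase-driven resazurin-to-resorufin fluorescence, excitation 544, emission 590 nm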
# Diaphorase inh: inhibits diaphorase or chemically oxidizes, flagging diaphorase assay artifacts; diaphorase resazurin-to-resorufin fluorescence, NADH, 16 min; bacterial (C. kluyveri) enzyme, not human; inhibition, % at 20 µM; 0.69% of 190,000 active; AID 1217;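 active = primary screen inhibition at 20 µM above a set limit, cut at about 50% in these data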;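 note: plate controls were DMSO with full reaction for no effect and wells lacking NADH for full effect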
#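 System: Diaphorase enzyme from Clostridium kluyveri | Amount: Enzyme working solution with 0.14 U/mL diaphorase | Benchmarks: No-NADH positive control and DMSO neutral control | Signal: Fluorescence of resorufin formed from resazurin, Ex 544/Em 590 nm | Schedule: 16-min room-temperature incubation before reading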
# * marks the source's active call; other numbers are inactive results; . = not tested or not shown. Cut-off read from the data, not from the text of the source, unless noted: active = inhibition above about 50%; inactive = the rest.
SMILES,TLR4 MyD88 comp,Diaph act CS,Hsp70 act,G6PDH CS,S1P3 antagonist,L major viab,PMI activator,DTT redox prof,RAM network inh,PMI act satM6P,Diaphorase inh
CCc1ccc(/C(C)=N/NC(=O)c2ccccn2)cc1,-9,0.9,0.1,4,5,6,1.1,0.0,1.2,1,6
c1ccc(-c2nc3ccccn3c2NC2CCCC2)nc1,5,1.2,-0.2,8,-19,100*,1,-0.1,1.8,0.8,-16
CC1=NN(c2ccccc2)C(=O)C1c1ccccc1 (stereo unspecified),4,0.9,-0.2,6,-5,-13,1,-0.4,1.0,1,14
O=C(CN1CCN(c2ccc(O)cc2)CC1)Nc1ccc2c(c1)OCCO2,6,0.6,-0.2,2,-2,-2,0.7,-0.4,2.0,0.4,38
Cn1c(CCCOc2ccc(Cl)cc2Cl)nnc1SCC(=O)Nc1cccc(F)c1,-2,0.9,-0.3,-26,-1,1,0.9,0.6,6.8,1,6
CCc1cccc2c(C(=O)CN3C(=O)NC(C)(c4cccc5ccccc45)C3=O)c[nH]c12 (stereo unspecified),-8,0.6,0.2,18,13,63*,0.8,-0.6,3.3,0.8,39
COc1ccccc1OCc1nc(-c2ccc([N+](=O)[O-])cc2)no1,-10,0.9,0.0,-10,-10,50,1,0.1,2.1,0.9,12
CCOC(=O)c1ccc(NC(=O)N2CCN(c3ccccc3OC)CC2)cc1,-13,0.9,-0.2,22,-19,31,0.9,-0.2,1.6,0.9,11
Cc1cc2c(c(=O)n1Cc1cccnc1)C(c1ccccc1)C(C#N)=C(N)O2 (stereo unspecified),8,1,-0.4,1,.,1,1,-1.0,0.2,1.1,-4
Cn1c(CN2CCCC2)c(C#N)c2ccccc21,11,1,-0.3,5,7,-1,1,0.1,-0.1,1.1,1
O/N=C/c1ccc(OCc2ccccc2)c(Br)c1,-11,0.8,-0.2,-2,-1,57*,0.8,-0.5,-0.8,0.9,20
CC(=O)c1ccc(OC(=O)C2CC(=O)N(c3cccc(C)c3)C2)cc1 (stereo unspecified),-1,0.8,-0.3,-15,-2,-7,0.8,3.5,2.4,0.8,24
COc1ccccc1/C=C/C(=O)OCC(=O)Nc1cc(C(F)(F)F)ccc1N1CCOCC1,0,0.8,-0.4,-24,5,-5,0.8,2.4,4.6,0.8,22
COc1ccc(/C=N/N2CCN(c3ccccc3OC)CC2)cc1OC,-3,0.9,0.0,-18,.,-4,0.9,1.4,2.1,0.9,12
COc1ccc(C2C(C(=O)N3CCN(c4ccccc4)CC3)c3ccccc3C(=O)N2C)cc1OC (stereo unspecified),2,0.8,0.0,18,.,1,0.9,2.7,1.6,0.9,22
CC(C)Nc1nc(NC(C)C)nc(N(C#N)C(C)C(=O)N(C)C)n1 (stereo unspecified),0,0.9,-0.5,9,-16,7,0.9,-0.3,2.6,1,15
O=C(N/N=C/c1cccnc1)c1ccccc1OCc1ccc(Cl)cc1,17,1,-0.6,-3,14,33,1.1,-0.5,0.1,1.1,5
CCOC(=O)c1c(-c2ccc(OC)cc2)csc1NC(=O)CSc1ncnc2sccc12,3,0.9,-0.2,6,-3,0,0.8,1.4,3.7,0.9,13
Cc1csc(NC(=O)c2ccc(C)c(S(=O)(=O)N3CCCCC3)c2)n1,15,0.9,-0.1,-3,24,6,1,1.8,-1.0,0.9,13
Cc1cc(C)c(C(N)=O)c(Nc2cccc3ccccc23)n1,-3,0.1,0.4,4,.,-5,0.4,-0.1,1.4,0.4,91*
Cn1ccnc1SCC(=O)N1CCN(S(=O)(=O)c2ccccc2)CC1,0,1,-0.3,-1,5,-3,1.1,-0.8,1.3,1.1,0
O=C(NC(Cc1ccccc1)C(=O)O)/C(=C\c1ccco1)NC(=O)c1ccccc1 (stereo unspecified),-3,0.9,0.4,-13,12,10,1.3,-0.1,-0.1,1.1,12
CSCC[C@H](NC(=O)OC(C)(C)C)C(=O)N1CCC(C(=O)N[C@@H](C)C(=O)O)CC1,-3,0.8,-0.5,7,-21,1,1.1,1.2,2.0,1,16
Cc1ccc(/C=N/n2c(-c3cccnc3)n[nH]c2=S)s1,-11,0.7,-0.6,6,11,1,1.2,2.1,3.5,1.2,28
O=[N+]([O-])c1cccc(/C=N/N2CCN(Cc3ccccc3)CC2)c1,6,0.9,-0.3,2,-5,4,1,0.2,2.9,1,7

# New compounds follow
SMILES,TLR4 MyD88 comp,Diaph act CS,Hsp70 act,G6PDH CS,S1P3 antagonist,L major viab,PMI activator,DTT redox prof,RAM network inh,PMI act satM6P,Diaphorase inh
CCc1ccc(NC(=O)N(CCCOC(C)C)C2CCN(C(C)=O)CC2)cc1,4,0.9,-0.2,2,5,-4,0.9,-0.1,-0.8,1,5
O=C(CSc1nccn1-c1ccccc1)c1ccc(Cl)cc1,3,0.9,-0.1,12,.,1,0.9,-5.8,3.3,0.9,10
CCC(C)NC(=O)Nc1ccc(F)c(Cl)c1 (stereo unspecified),2,0.9,-0.3,2,12,96*,1.1,-0.8,-0.3,1,6
CC(O)C(C(=O)OCc1ccc([N+](=O)[O-])cc1)N1C(=O)c2ccccc2C1=O (stereo unspecified),-1,0.9,0.2,6,-21,-2,1,0.0,0.1,0.9,11
O=C(CSc1ccc(-c2ccccn2)nn1)NCc1ccccc1,3,1,-0.4,3,-4,1,1.2,-0.1,0.9,1.3,0
Cc1nn(-c2ccccc2)c(Cl)c1C(=O)NCc1cccs1,-1,1,-0.2,8,-2,-3,1,-0.4,3.5,1,-1
OC1CCCN(Cc2cn(Cc3ccccc3)nc2-c2cc3ccccc3o2)C1 (stereo unspecified),3,0.9,-0.1,8,-3,16,0.9,-0.4,-0.1,0.8,5
Cc1cccc2cc(CN(Cc3ccc4c(c3)OCO4)Cc3nnnn3C3CCCC3)c(=O)[nH]c12,-14,0.8,-0.3,-6,24,72*,1,0.0,2.1,1,18
CCn1ccc(C(=O)NC2=NCCS2)n1,-6,0.9,0.2,0,-5,-8,1,0.2,1.6,0.9,9
CCn1c(C)[n+](CC)c2ccc(S(=O)(=O)NC)cc21,7,0.8,-0.3,9,9,2,1.2,-0.3,-0.8,0.8,22
CCC(Sc1ncccc1C(=O)O)C(=O)N1CCCC1 (stereo unspecified),-11,0.9,-0.2,15,-3,-2,1.1,4.2,0.5,1.1,9
Cc1ccc(NCC(=O)c2ccccc2)cc1Cl,-5,0.8,-0.2,-2,.,48,0.9,1.6,-0.1,0.9,19
Cc1cccc(NC(=O)C2C3C=CC(C4CC34)C2C(=O)O)c1 (stereo unspecified),-3,0.8,-0.4,14,.,-3,1,-3.3,-0.8,0.9,18
N#CCCN/N=C(\Cc1nc2ccccc2[nH]1)c1ccccc1,13,0.8,-0.1,-4,.,3,1,0.2,-0.5,1,20
N#CC1=C(N)OC2=C(C(=O)CC(c3ccccc3)C2)C1c1cccnc1 (stereo unspecified),-9,1.2,-0.6,0,0,93*,1.1,0.5,0.3,1.2,-16
CC(C)C(=O)NN(C(=O)c1ccccc1)c1ccccc1,7,0.9,0.1,7,6,-4,1,-0.1,0.1,1,14
CCN(C(=O)COC(=O)/C=C/c1nc2ccccc2s1)C1CCS(=O)(=O)C1 (stereo unspecified),-4,1,-0.4,6,-26,-2,1,0.0,2.3,1.1,3
OCC1CCCN(Cc2cn(Cc3ccccc3)nc2-c2cc3ccccc3o2)C1 (stereo unspecified),-8,0.9,0.0,10,-17,50,1,0.0,1.4,1,8
Cc1nnc(N/N=C/c2ccc(-c3ccccc3F)o2)n1N,-2,0.9,0.3,8,-17,48,1.4,0.8,2.1,0.7,5
O=C(NN=C(Cc1ccccc1)Cc1ccccc1)C1CC1,-11,0.8,-0.3,-2,-11,4,0.9,-0.3,0.5,0.9,20
CCOC(=O)c1ccc(NC(=O)CCC2COc3ccccc3O2)cc1 (stereo unspecified),6,0.8,0.1,4,.,-4,0.9,-3.9,2.8,0.9,22
COc1cc(/C=C2/SC(=S)N(c3ccccc3)C2=O)ccc1Oc1nc(N2CCOCC2)nc(N2CCOCC2)n1,-2,0.8,-0.4,-12,11,46,0.8,0.5,9.3*,0.9,22
Cc1ccc(C)c(SCC(=O)Nc2cc(C)nn2-c2ccc(F)cc2)c1,8,0.9,-0.4,-9,-44,0,1,-0.1,8.6*,1.1,7

# Compounds shown so far that contain an aryl methoxy group:
SMILES,TLR4 MyD88 comp,Diaph act CS,Hsp70 act,G6PDH CS,S1P3 antagonist,L major viab,PMI activator,DTT redox prof,RAM network inh,PMI act satM6P,Diaphorase inh
COc1ccccc1OCc1nc(-c2ccc([N+](=O)[O-])cc2)no1,-10,0.9,0.0,-10,-10,50,1,0.1,2.1,0.9,12
CCOC(=O)c1ccc(NC(=O)N2CCN(c3ccccc3OC)CC2)cc1,-13,0.9,-0.2,22,-19,31,0.9,-0.2,1.6,0.9,11
COc1ccccc1/C=C/C(=O)OCC(=O)Nc1cc(C(F)(F)F)ccc1N1CCOCC1,0,0.8,-0.4,-24,5,-5,0.8,2.4,4.6,0.8,22
COc1ccc(/C=N/N2CCN(c3ccccc3OC)CC2)cc1OC,-3,0.9,0.0,-18,.,-4,0.9,1.4,2.1,0.9,12
COc1ccc(C2C(C(=O)N3CCN(c4ccccc4)CC3)c3ccccc3C(=O)N2C)cc1OC (stereo unspecified),2,0.8,0.0,18,.,1,0.9,2.7,1.6,0.9,22
CCOC(=O)c1c(-c2ccc(OC)cc2)csc1NC(=O)CSc1ncnc2sccc12,3,0.9,-0.2,6,-3,0,0.8,1.4,3.7,0.9,13
COc1cc(/C=C2/SC(=S)N(c3ccccc3)C2=O)ccc1Oc1nc(N2CCOCC2)nc(N2CCOCC2)n1,-2,0.8,-0.4,-12,11,46,0.8,0.5,9.3*,0.9,22

# Compound profiles (already shown). Screens in order: TLR4 MyD88 comp | Diaph act CS | Hsp70 act | G6PDH CS | S1P3 antagonist | L major viab | PMI activator | DTT redox prof | RAM network inh | PMI act satM6P | Diaphorase inh
# Shown for O=C(NN=C(Cc1ccccc1)Cc1ccccc1)C1CC1 → -11 | 0.8 | -0.3 | -2 | -11 | 4 | 0.9 | -0.3 | 0.5 | 0.9 | 20
# Shown for CCN(C(=O)COC(=O)/C=C/c1nc2ccccc2s1)C1CCS(=O)(=O)C1 (stereo unspecified) → -4 | 1 | -0.4 | 6 | -26 | -2 | 1 | 0.0 | 2.3 | 1.1 | 3
